ERp5 block: blocks human ERp5 reductase activity on insulin. Q15084. ERp5 insulin aggregation, absorbance 650 nm, 90 min. inhibition, % at 9.99 µM. 350,000 compounds, 0.05% hits. AID 651711;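 active = mean replicate inhibition above about 25%, with every replicate also reaching it, limit read from the data, passing the limit was not always enough; inconclusive = only one of those two criteria met; inactive = neither criterion met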
Target sequence (Q15084 whole entry, looked up): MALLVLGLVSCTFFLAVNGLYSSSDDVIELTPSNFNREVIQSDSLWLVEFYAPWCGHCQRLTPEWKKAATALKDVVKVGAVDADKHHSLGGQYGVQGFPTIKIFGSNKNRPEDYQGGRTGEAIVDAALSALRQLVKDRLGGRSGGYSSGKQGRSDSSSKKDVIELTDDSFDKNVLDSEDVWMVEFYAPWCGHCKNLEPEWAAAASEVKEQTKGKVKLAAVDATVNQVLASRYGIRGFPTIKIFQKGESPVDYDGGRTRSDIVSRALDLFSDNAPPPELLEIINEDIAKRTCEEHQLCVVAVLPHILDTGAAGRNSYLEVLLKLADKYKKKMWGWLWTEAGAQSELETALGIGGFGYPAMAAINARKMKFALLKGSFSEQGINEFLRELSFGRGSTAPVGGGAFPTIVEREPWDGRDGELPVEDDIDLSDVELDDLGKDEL
PglD inh: PglD (C. jejuni) enzyme inhibition; purified PglD enzyme, DTNB colorimetric CoA detection; inhibition, % at 12.5 µM; 360,000 compounds, 0.098% hits; in the data active = inhibition above about 16%, passing the limit was not always enough; inconclusive = no clear call, values can overlap the other calls; also: strong numbers were not always called active
S100A4 MyoIIA: inhibitors of human S100A4 binding to myosin IIA peptide. S100A4/TAMRA-MyoIIA peptide fluorescence polarization. inhibition, % at 10.7 µM. 360,000 compounds, 0.14% hits;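 active = mean inhibition of at least 70% across replicates, with every replicate also reaching that level; inconclusive = mean inhibition reaches 70% but some replicates fall short; inactive = mean inhibition below 70%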
Target sequence (P26447 whole entry, looked up): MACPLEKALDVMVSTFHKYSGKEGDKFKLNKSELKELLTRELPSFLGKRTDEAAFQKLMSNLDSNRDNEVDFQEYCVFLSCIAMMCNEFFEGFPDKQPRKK
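Assay system: human S100A4 monomer with TAMRA-labelled myosin IIA peptide / Buffer or medium: Calcium-containing HEPES buffer, pH 7.2 / Reagent: TAMRA-labelled myosin IIA heavy-chain peptide probe, 5 nM / Compound: one dose per compound / Timing: polarization read 5 min after assay mix addition, stable 5–60 min / Benchmarks: neutral control DMSO, positive control TFP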
SIRT5 inh: sirtuin-5 (human) deacylase inhibition | Q9NXA8 | Purified SirT5, succinyl-peptide AMC, trypsin-coupled fluorescence | inhibition, % at 15 µM | 330,000 compounds, 1.1% hits | AID 652115; in the data active = inhibition above about 15%; inconclusive = no clear call, values can overlap the other calls
Target sequence (Q9NXA8 whole entry, looked up): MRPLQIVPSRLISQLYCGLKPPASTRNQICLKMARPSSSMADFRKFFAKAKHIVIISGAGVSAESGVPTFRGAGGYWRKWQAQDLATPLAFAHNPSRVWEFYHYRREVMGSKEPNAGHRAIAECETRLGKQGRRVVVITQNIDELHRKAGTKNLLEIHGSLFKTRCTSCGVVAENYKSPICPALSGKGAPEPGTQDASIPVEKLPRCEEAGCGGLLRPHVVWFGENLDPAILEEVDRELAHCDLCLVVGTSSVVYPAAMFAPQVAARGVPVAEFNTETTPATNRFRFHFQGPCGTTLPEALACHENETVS
DENV2 CPE rescue: protects cells from dengue virus 2 cytopathic effect | DENV2-infected cells, cytopathic effect rescue, plate reader | CPE inhibition, % at 9.99 µM | 350,000 compounds, 1.7% hits | AID 651640; in the data active = CPE inhibition above about 20%, passing the limit was not always enough; inconclusive = no clear call, values can overlap the other calls; tested in BHK-21 cells;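 also: 0% = median of neutral control wells and 100% = median of positive control wells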
E-sel inducer: E-selectin induction on HUVECs | P16581 | HUVEC E-selectin immunofluorescence imaging; normalized: neutral wells 0, TNF-alpha wells 100 | activation, % at 7.58 µM | 260,000 compounds, 0.37% hits;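 active = mean E-selectin-positive cell signal at least 10% of the positive control, reached in at least 60% of replicates, without over 20% cell loss; inconclusive = no rule given, readout overlaps actives, possibly toxicity-flagged; inactive = the rest, including those meeting only one limit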;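 also: in these data hits start at about 27%; measured in HUVEC primary endothelial cells; signal is the percent of cells scored E-selectin positive by PE staining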
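Material: HUVEC primary endothelial cells; Amount: 3,000 cells per well; Dosing: single concentration; Medium: EGM-2 growth medium on 0.1% gelatin-coated wells; Read-out basis: percent E-selectin-positive cells; Signal: immunofluorescence imaging; Control set: TNF-alpha, DMSO.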
C2C12 statin: protects C2C12 myotubes from simvastatin toxicity; ATP luminescence, 48 h; scaled: DMSO 0, geranylgeraniol control 100; rescue of ATP level, % at 7.49 µM; 330,000 compounds, 0.78% hits;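 active = mean ATP rescue above about 67%, or every replicate alone reaching that limit, limit read from the data, passing the limit was not always enough; inconclusive = no clear call, values can overlap the other calls; inactive = mean under the limit and some replicate under it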;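 also: myotubes were challenged with 10 µM simvastatin during compound exposure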
Numbers without * were called inactive; ? = inconclusive; · = not tested or not shown. These rows are one share of the data. The share of hits here may be higher or lower than overall.

SMILES | ERp5 block | PglD inh | S100A4 MyoIIA | SIRT5 inh | DENV2 CPE rescue | E-sel inducer | C2C12 statin
O=C(NCCC1CCCCN1S(=O)(=O)c1ccccc1)C(=O)NCC1CCCO1 (centres undefined) | 0 | -1 | -4 | 1 | -7 | 0.0 | -4
COc1ccc(OC)c(CCNC(=O)c2ccc(CS(=O)Cc3cccc(Cl)c3)o2)c1 (centres undefined) | 3 | -2 | -2 | -1 | -3 | · | -13
O=C(Nc1ccc2ccccc2n1)c1ccccc1Cl | -2 | -15 | -5 | -6 | 0 | 0.1 | -48
COc1ccc(NS(=O)(=O)c2cc(NC(=O)c3nn(C)c(=O)c4ccccc34)ccc2OC)cc1 | 2 | -1 | 14 | -5 | 1 | · | -1
CCCNC(=S)Nc1ccc(S(N)(=O)=O)cc1 | -2 | · | 3 | -2 | 5 | · | ·
CCCc1c(C(=O)N/N=C/c2ccoc2)nnn1-c1nonc1N | 2 | 1 | -2 | -3 | 21* | -0.2 | -2
CC=Cc1ccc2n(c1=O)C[C@@H]1[C@@H](CO)[C@H](C(=O)N3CCc4ccccc4C3)[C@H]2N1CC (mixture of isomers) | -2 | -1 | -3 | -5 | -2 | -0.1 | -1
Cc1cc(-c2nnc(CCC(=O)NCc3cc(F)cc(C(F)(F)F)c3)o2)no1 | 4 | -3 | -2 | -1 | 1 | 0.4 | 5
N#C[C@H]1[C@H](c2ccccc2-c2ccc(F)cc2)[C@H](CO)N1C(=O)NC1CCCCC1 | 4 | · | 0 | -3 | 8 | 0.1 | ·
CC1(C(=O)NS(=O)(=O)c2cccc(C#N)c2)CCN1C(=O)Cc1ccc(-c2ccccc2)cc1 (centres undefined) | -2 | -3 | -1 | · | -5 | 0.3 | -2
CC(C(=O)OCC(=O)c1c(N)n(C)c(=O)n(C)c1=O)N1C(=O)c2ccccc2C1=O (centres undefined) | -2 | 3 | 4 | 1 | 12 | -1.4 | ·
COc1ccc(C2c3[nH]c4ccccc4c3CCN2Cc2cccn2-c2ncccn2)cc1C (centres undefined) | -1 | 2 | -3 | 0 | -6 | · | -14
Cc1cc(C)cc(NC(=O)c2cc(=O)c3ccccc3o2)c1 | 2 | · | -8 | -12 | -3 | -1.0 | ·
COc1ccc(CCNC(=O)/C=C/C(=O)O)cc1 | 5 | · | 2 | -3 | · | · | ·
CCOC(=O)c1c(NC(=O)COC(=O)c2ccccn2)sc(C)c1C | 4 | -6 | -1 | -31 | 4 | · | 5
COc1cc(OC)c(NS(=O)(=O)c2cc(C(=O)NCCCN3CCOCC3)ccc2C)cc1Cl | 3 | -4 | -5 | -4 | 2 | 0.8 | 8
Cc1ccc(C(=O)NCC(=O)N2CCC3(CC2)NCCc2[nH]cnc23)cc1C | 0 | -3 | 0 | -1 | 4 | · | 37
O=C(O)c1cccc(N2C(=O)c3ccc(C(=O)c4cccc([N+](=O)[O-])c4)cc3C2=O)c1 | -5 | · | -6 | -2 | -2 | · | 1
CCOC(=O)Cc1ccc(Nc2nc3cc(-c4sccc4C)sc3c(=O)n2C)cc1 | 9 | -3 | 10 | -2 | -2 | 1.0 | -2
CCC(=O)N1[C@H](CO)[C@@H](c2ccc(-c3ccc(C#N)cc3)cc2)C12CN(C(C)=O)C2 | -1 | · | 7 | -3 | -9 | -0.1 | ·
Cc1cc(C)c(S(=O)(=O)N2CCN(S(=O)(=O)N3CCOCC3)CC2)c(C)c1 | 4 | 3 | 5 | -5 | 8 | 0.0 | 25
O=C(CCNC(=O)c1ccc(Br)cc1)Nc1ccc(S(=O)(=O)N2CCCCC2)cc1 | -1 | -3 | -10 | -4 | ? | -1.9 | -40
CC(C(=O)O)n1nc(-c2ccccc2)c2ccccc21 (centres undefined) | 1 | -7 | 0 | -3 | 6 | 0.0 | 12
CS(=O)(=O)N1CCN(CC(=O)NC2CCCCC2)CC1 | ? | · | 6 | 0 | · | · | ·
CCC(C(=O)Nc1ccc2c(c1)OCCO2)n1c(=O)[nH]c2ccccc2c1=O (centres undefined) | 1 | 6 | 7 | 1 | -3 | · | 1
CCc1ccccc1NC(=O)c1cc(-c2ccc3c(c2)OCO3)on1 | -4 | -9 | -1 | -2 | 2 | 0.0 | 27
Cc1ccc(S(=O)(=O)N2C[C@H]3[C@H]4C(=O)N(Cc5ccccc5)C(=O)[C@H]4CC(=O)[C@H]3[C@@H]2c2ccccc2Cl)cc1 | 2 | 4 | 0 | -2 | 4 | -0.4 | -8
COc1cccc(OCC(=O)Nc2ccncc2)c1 | -5 | -2 | -2 | 4 | 7 | 0.3 | 8
CCOC(=O)c1c(C)[nH]c(C)c1C(=O)COC(=O)C1CCCN1S(=O)(=O)c1ccccc1F (centres undefined) | 19 | -6 | -5 | -5 | · | · | ·
CC(C)CNC(=S)N1CCC(C(=O)c2ccc(Cl)cc2)CC1 | -2 | 5 | -1 | · | 5 | -0.1 | -8
COc1ccc(C(=O)Nc2ccc3c(c2)C(=O)N(C)[C@H]2CC[C@@H](CC(=O)NCC4CC4)O[C@H]2CO3)cc1 | 0 | 1 | -8 | -4 | -3 | -0.1 | 24
CCOC(=O)Cc1nnc(Nc2cc(C)ccc2C)c2ccccc12 | 0 | 3 | -10 | 0 | 5 | · | 7
O=C(NCc1ccccn1)C12CC3CC(CC(C3)C1)C2 | 1 | · | 0 | -1 | 6 | · | ·
Cc1ccc(C(=O)NNC(=O)c2n[nH]c(=O)c3ccccc23)cc1C | 10 | -6 | 0 | 0 | 0 | · | -1
O=C(NC1CCCCCC1)c1ccccc1-c1ccccc1 | 7 | · | 3 | -5 | -7 | · | ·
COc1ccc(NC(=O)N(C)C[C@@H]2Oc3ccc(NS(=O)(=O)c4cn(C)cn4)cc3C(=O)N([C@H](C)CO)C[C@H]2C)cc1 | -3 | -1 | -7 | 4 | 11 | · | 5
COC(=O)C1(CCSC)NC(c2ccc(O)cc2)C2C(=O)N(c3ccc(F)cc3)C(=O)C21 (centres undefined) | -3 | 3 | -1 | 1 | 5 | 0.0 | -1
C[C@H]1CN([C@@H](C)CO)C(=O)c2ccccc2-c2ccccc2CO[C@@H]1CN(C)S(=O)(=O)c1ccccc1F | -3 | 0 | -10 | -2 | 2 | -0.3 | 4
O=C(Nc1cccc(F)c1)Nc1ccnn1C1CCN(C(=O)c2cscn2)CC1 | -13 | 2 | 5 | 0 | -4 | 0.0 | 2
CC1CCC(NC(=O)c2ccc3snnc3c2)CC1 (centres undefined) | 4 | -2 | -7 | -4 | -4 | · | 7

As entered above.
DENV2 CPE rescue with `Cc1ccc(S(=O)(=O)N2C[C@H]3[C@H]4C(=O)N(Cc5ccccc5)C(=O)[C@H]4CC(=O)[C@H]3[C@@H]2c2ccccc2Cl)cc1` reads 4
C2C12 statin with `CCOC(=O)c1c(NC(=O)COC(=O)c2ccccn2)sc(C)c1C` reads 5

Marked active in DENV2 CPE rescue, among the entries above:
SMILES | ERp5 block | PglD inh | S100A4 MyoIIA | SIRT5 inh | DENV2 CPE rescue
CCCc1c(C(=O)N/N=C/c2ccoc2)nnn1-c1nonc1N | 2 | 1 | -2 | -3 | 21*

Next section
SMILES | ERp5 block | PglD inh | S100A4 MyoIIA | SIRT5 inh | DENV2 CPE rescue | E-sel inducer | C2C12 statin
O=C(CN1CCC(C(=O)c2ccc3c(c2)OCCO3)CC1)Nc1ccccc1F | -2 | 1 | 2 | 0 | 11 | 0.0 | -8
CCCn1c(N)cc(=O)n(CCC)c1=O | -2 | · | 3 | -2 | -3 | 2.8 | ·
COc1ccc(S(=O)(=O)N2CCCCN3[C@@H](CO)[C@H](c4ccc(C#CC(C)C)cc4)[C@@H]3C2)cc1 | -1 | -4 | -7 | 15* | -25 | -0.2 | -56
Cc1ccc(C(NC(=O)N2CCCC2)C(Cl)(Cl)Cl)cc1F (centres undefined) | -2 | · | 3 | 2 | -7 | · | ·
COC(=O)[C@]12C[C@H](CC(=O)NCc3cccc(C(F)(F)F)c3)C(=O)N(Cc3ccccc3)C1=C[C@H](C(C)C)O[C@@H]2C1CC1 | -4 | · | -4 | · | 8 | 1.1 | ·
O=C(CCN1CCCCC1)N[C@H]1CC[C@H](CCNC(=O)c2cc(Cl)cc(Cl)c2)O[C@@H]1CO | 7 | 4 | -23 | -1 | 9 | 0.3 | -17
CCNC(=O)[C@H]1[C@H](CO)[C@H]2Cn3c(ccc(-c4ccccc4)c3=O)[C@H]2N1Cc1ccc2c(c1)OCO2 | 6 | -2 | 4 | -1 | 0 | -0.4 | 21
CN1C(=O)CSc2ccc(NC(=O)NCc3ccccc3)cc21 | -2 | · | 4 | 0 | 5 | 1.4 | ·
O=C(Cc1ccccc1)NNS(=O)(=O)c1ccc(F)cc1 | 1 | · | -5 | -3 | · | · | ·
Cc1cccc(C)c1NC(=O)CN(C)CCc1ccccc1 | 5 | 7 | 0 | -3 | -5 | 0.7 | -2
CCCNC(=O)N(C)C[C@H]1Oc2cc(C#CC(C)C)ccc2S(=O)(=O)N([C@H](C)CO)C[C@@H]1C | 18 | 4 | -44 | 19* | -6 | 0.2 | 11
CCS(=O)(=O)N1CCC2(CC1)CN(C(=O)c1ccc(F)cc1)[C@H](CO)c1[nH]c3cc(OC)ccc3c12 | -6 | · | 1 | -6 | -4 | -0.2 | ·
COc1ccccc1NS(=O)(=O)c1cc(NC(=S)NCCN2CCOCC2)ccc1N1CCOCC1 | -1 | · | 1 | -3 | 4 | -2.8 | -6
O=C1c2ccccc2S(=O)(=O)N1CC1CC(c2ccccc2Cl)=NO1 (centres undefined) | · | -3 | · | · | · | -0.3 | -5
Nc1nnc(SCC(=O)Nc2cc(S(=O)(=O)N3CCOCC3)ccc2Cl)s1 | 0 | -4 | 3 | · | 3 | -1.4 | 11
CS(=O)(=O)N(CC(=O)NCC1CCCO1)c1cc(Cl)cc(Cl)c1 (centres undefined) | 0 | -3 | 1 | 0 | · | · | 38
O=C(C[C@H]1C[C@@H]2c3cc(NC(=O)C4CCOCC4)ccc3O[C@@H]2[C@@H](CO)O1)NCc1ccncc1 | -3 | 0 | 7 | -2 | -2 | -0.5 | -1
CCOC(=O)C1CCN(C(=O)C(C)Sc2nnc3ccccn23)CC1 (centres undefined) | 1 | -1 | -19 | 0 | -2 | -0.1 | 5
O=C(NCc1cccnc1)C(=O)C1C(=O)Nc2ccccc21 (centres undefined) | -3 | 2 | -9 | 1 | -1 | 2.8 | 2
CC(C)CC#Cc1ccc([C@@H]2[C@@H](CO)N3C(=O)CN(C(=O)NC4CCCC4)C[C@@H]23)cc1 | -2 | · | 0 | 1 | ? | -0.6 | ·

Random excerpt: five records from the list.
SMILES | ERp5 block | PglD inh | S100A4 MyoIIA | SIRT5 inh | DENV2 CPE rescue | E-sel inducer | C2C12 statin
O=C(NCc1cccnc1)C(=O)C1C(=O)Nc2ccccc21 (centres undefined) | -3 | 2 | -9 | 1 | -1 | 2.8 | 2
O=C(C[C@H]1C[C@@H]2c3cc(NC(=O)C4CCOCC4)ccc3O[C@@H]2[C@@H](CO)O1)NCc1ccncc1 | -3 | 0 | 7 | -2 | -2 | -0.5 | -1
CC(C)CC#Cc1ccc([C@@H]2[C@@H](CO)N3C(=O)CN(C(=O)NC4CCCC4)C[C@@H]23)cc1 | -2 | · | 0 | 1 | ? | -0.6 | ·
Nc1nnc(SCC(=O)Nc2cc(S(=O)(=O)N3CCOCC3)ccc2Cl)s1 | 0 | -4 | 3 | · | 3 | -1.4 | 11
CS(=O)(=O)N(CC(=O)NCC1CCCO1)c1cc(Cl)cc(Cl)c1 (centres undefined) | 0 | -3 | 1 | 0 | · | · | 38
